# Bioassay records (PubChem)
# GLS inh: qHTS for Inhibitors of Glutaminase (GLS); Glutaminase kidney isoform, mitochondrial (Homo sapiens), O94925; GLS enzymatic activity, qHTS titration; Potency, µM (titrated, usually from 45.5 µM), inactives show top-dose activity change, negative = inhibition, hits mostly inhibitors; 410,000 tested, 0.21% active; AID 624170, 2012; further: potency means the concentration at half of the fitted maximal effect; on the % scale 0 is the no-effect control and ±100 the full control effect
# Target sequence (O94925 whole entry, looked up, canonical isoform): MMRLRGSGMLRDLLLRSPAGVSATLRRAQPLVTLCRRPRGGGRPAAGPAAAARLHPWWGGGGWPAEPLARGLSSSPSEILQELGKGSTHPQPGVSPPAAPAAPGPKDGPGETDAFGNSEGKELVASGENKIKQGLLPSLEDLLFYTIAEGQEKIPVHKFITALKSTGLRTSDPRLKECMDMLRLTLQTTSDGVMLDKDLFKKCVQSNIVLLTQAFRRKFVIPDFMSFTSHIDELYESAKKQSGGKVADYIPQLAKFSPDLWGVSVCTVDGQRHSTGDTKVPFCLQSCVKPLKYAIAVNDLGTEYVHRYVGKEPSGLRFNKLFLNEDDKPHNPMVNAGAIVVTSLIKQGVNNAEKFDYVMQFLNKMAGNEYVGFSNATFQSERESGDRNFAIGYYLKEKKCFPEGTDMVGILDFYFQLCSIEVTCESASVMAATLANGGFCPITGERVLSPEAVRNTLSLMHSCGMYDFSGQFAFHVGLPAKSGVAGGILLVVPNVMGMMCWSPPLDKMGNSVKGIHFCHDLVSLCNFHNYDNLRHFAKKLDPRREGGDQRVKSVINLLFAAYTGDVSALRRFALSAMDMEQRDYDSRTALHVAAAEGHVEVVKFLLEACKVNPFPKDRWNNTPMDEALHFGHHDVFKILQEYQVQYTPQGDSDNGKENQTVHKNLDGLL
#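 Glutamate formation by hKGA was monitored fluorometrically using coupled glutamate oxidase, HRP and Amplex Red. Substrate was added as 1 mM L-glutamine solution; incubation was 30 min at RT after an initial read.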
# PI4K2A block: qHTS for small molecular inhibitors of PI4K2A | Phosphatidylinositol 4-kinase type 2-alpha (Homo sapiens), Q9BTU6 | purified PI4K2A, ADP-Glo luminescence, 1 h; stronger effect = lower value | activity change, negative = inhibition, % at 76.9 µM | 420,000 tested, 0.13% active | AID 1346378, 2018; in the data active means activity change below about -50%; inconclusive means mostly about -30% to -49%;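 further: -100% = wells without enzyme as full effect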
#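 In this quantitative HTS, ADP production by PI4K2A was quantified luminescently after 1 h at ambient temperature; 100 microM adenosine served as plate-quality control.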
# RGS4 inh: Inhibitors of Regulator of G Protein Signaling (RGS) 4: qHTS; Regulator of G-protein signaling 4 (Homo sapiens), P49798; Transcreener GDP fluorescence polarization, RGS4-accelerated GTP hydrolysis; Potency, µM (top dose mostly 114 µM), for the others: top-dose activity change, negative = inhibition, most hits filed as inhibitors; 390,000 tested, 0.039% active; AID 504845, 2011; further: potency means the concentration at half of the fitted maximal effect; on the % scale 0 is the no-effect control and ±100 the full control effect; nearly all actives have a fitted effect of over 75% in size; some results filed as inactive show a strong effect at the top dose
# Target sequence (P49798 whole entry, looked up): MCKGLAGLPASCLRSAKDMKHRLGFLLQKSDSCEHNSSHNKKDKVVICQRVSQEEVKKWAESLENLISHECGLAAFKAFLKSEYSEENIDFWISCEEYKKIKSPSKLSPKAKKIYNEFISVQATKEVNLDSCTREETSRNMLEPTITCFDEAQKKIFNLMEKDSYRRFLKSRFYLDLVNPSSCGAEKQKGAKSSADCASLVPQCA
#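 MLSMR compounds (23 nl, pin-transferred) preincubated 10 min at room temperature with a 500nM (2x) first reagent, then RGS4 at 900nM (2x) plus Transcreener GDP mix added; fluorescence polarization (620/688 nm) read before and after 90 min at 30 °C.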
# G9a block: qHTS Assay for Inhibitors of Histone Lysine Methyltransferase G9a; G9a H3K9 monomethylation, AlphaScreen, 2 h; Potency, µM (doses to about 102 µM), for inactives: at the top dose activity, negative = inhibition, actives largely listed as inhibitors; 350,000 tested, 8.8% active; further: potency means the concentration at half of the fitted maximal effect; on the % scale 0 is the no-effect control and ±100 the full control effect; nearly all actives have a fitted effect of over 75% in size
#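 Readings reflect AlphaScreen signal from monomethyl-H3K9 antibody detection. HMT at 20 nM; substrate b-H3K9 500 nM; cofactor SAM 20 uM; 2 h RT reaction; compounds tested as titrations in qHTS with 15 min preincubation.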
# BAZ2B block: qHTS Assay for Inhibitors of BAZ2B; AlphaScreen BAZ2B-H3K14Ac peptide displacement; Potency, µM (series often up to 114 µM), without a hit: at the highest dose activity change, negative = inhibition, hits mostly inhibitors; 360,000 tested, 4.4% active; AID 504333, 2011; further: potency means the concentration at half of the fitted maximal effect; on the % scale 0 is the no-effect control and ±100 the full control effect; nearly all actives have a fitted effect of over 60% in size
#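 BAZ2B 50 nM plus b-H3(5-23)K14Ac 50 nM, PBS pH 7.4/0.01% Tween-20, 30 min RT; compound added (max 110 uM), 30 min RT; streptavidin donor/Ni-chelate acceptor beads 10 ug/mL final, 20 min dark; AlphaScreen read.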
# ERG-DNA inh: qHTS for Small Molecule Inhibitors of the ERG Ets/DNA interaction; Transcriptional regulator ERG (Homo sapiens), P11308; fluorescence polarization, His-ERG Ets domain / labelled DNA; Potency, µM (doses to about 76.9 µM), inactives show top-dose FP activity, negative = inhibition, most hits filed as inhibitors; 370,000 tested, 0.028% active; AID 624246, 2012; active means well fitted inhibition curve with a large enough effect in the polarisation, with a control signal flat; inconclusive means small, poorly fitted or top-dose-only effect, or effect the other way, or a change in a side signal; inactive means no such curve, though single readings can be large or run the other way; the % refers to the polarisation;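 further: polarization taken with two DNA probes labelled with fluorescein and Texas red; potency means the concentration at half of the fitted maximal effect; % of control where 0% means no effect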
#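 His-tagged ERG Ets domain (1 uM in the protein solution; 300mM KCl, 50mM Tris-HCl, 1mM EDTA, 1mM DTT, pH 7.5) received compound, then a probe mix of 5 nM fluorescein-DNA and 100nM Texas-615-DNA. Fluorescence polarization was read for both dyes.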
# HP1b chromo inh: HTS for Inhibitors of HP1-beta Chromodomain Interactions with Methylated Histone Tails | Chromobox protein homolog 1 (Homo sapiens), P83916 | AlphaScreen HP1-beta / biotin-H3K9me3 peptide binding | Potency, µM (highest dose often 114 µM), for inactives: at the highest dose activity change, negative = inhibition, most hits filed as inhibitors | 390,000 tested, 0.56% active | AID 540317, 2011; further: potency means the concentration at half of the fitted maximal effect; nearly all actives have a fitted effect of over 70% in size; inactives centre near 23
# Target sequence (P83916 whole entry, looked up): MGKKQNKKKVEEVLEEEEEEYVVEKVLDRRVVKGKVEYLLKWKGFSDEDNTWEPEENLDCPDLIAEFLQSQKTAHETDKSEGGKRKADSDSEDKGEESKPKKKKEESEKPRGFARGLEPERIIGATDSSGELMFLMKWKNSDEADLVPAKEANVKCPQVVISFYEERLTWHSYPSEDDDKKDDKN
#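 Compound inhibition of the preformed complex between 50 nM HP1-beta and 50 nM biotinylated H3K9me3 peptide was read by AlphaScreen. Buffer was PBS pH 7.4 with 0.01% Tween-20. Incubations ran 30 min at room temperature, with 10 ug/mL donor/acceptor beads.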
# JMJD2A Tudor inh: qHTS Assay for Inhibitors of JMJD2A-Tudor Domain | AlphaScreen JMJD2A-Tudor / H3K4me3 peptide binding | AID 504339, 2011 | Potency, µM (highest dose often 114 µM), without a hit: at the highest dose activity change, negative = inhibition, actives largely listed as inhibitors | Lysine-specific demethylase 4A (Homo sapiens), O75164 | 390,000 tested, 4.4% active; further: potency means the concentration at half of the fitted maximal effect; on the % scale 0 is the no-effect control and ±100 the full control effect; nearly all actives have a fitted effect of over 50% in size
# 12-LOX inh: Primary qHTS assay for inhibitors of human arachidonate 12S-lipoxygenase (ALOX12): Round 2 | Polyunsaturated fatty acid lipoxygenase ALOX12 (Homo sapiens), P18054 | purified 12hLO, xylenol orange hydroperoxide absorbance | Potency, µM (top dose mostly 108 µM), inactives show at the top dose activity change, negative = inhibition, most hits filed as inhibitors | 580,000 tested, 1.1% active | AID 1671190, 2021; further: potency means the concentration at half of the fitted maximal effect; on the % scale 0 is the no-effect control and ±100 the full control effect
#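 Purified human 12hLO at 150 nM in 25 mM Hepes, 0.01% Triton X-100, pH 7.0, preincubated 15 min at room temperature with compound. Reaction started with 40 uM arachidonic acid, 30 min at room temperature. Hydroperoxide measured by Fe-xylenol orange, 573/405 nm absorbance ratio.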
# Starred values were filed as active, the others as inactive; ? = inconclusive; . = not tested or not shown; [ ] = dose if it differs, or a comment. Unless noted, the call rests on the fitted dose curve; in most records, active means well fitted curve in the direction sought with a large enough effect; inconclusive means small, poorly fitted or top-dose-only effect, or another doubt; inactive means no such curve, though single readings can be large; an effect the other way counts as inactive or inconclusive.
nr	GLS inh	ERG-DNA inh	12-LOX inh	G9a block	HP1b chromo inh	PI4K2A block	JMJD2A Tudor inh	RGS4 inh	BAZ2B block	canonical_smiles
1	1.2%	-4.9%	361.9%[activator]	-19.8%[12.7 µM]	28.6%	3.2	-15.8%	-9.7%	-8.1%	COc1cc(OC)cc(C(=O)NC(C(=O)Nc2ccc3c(c2)CCC3)C(C)C)c1 (configuration not stated)
2	6.1%	9.1%	?	7.8%	20.5%	-3.0	-12.3%	25.0%	?	Nc1cc(Oc2ccc(Cl)cc2Cl)nc(N)n1
3	-2.9%	6.1%	?	1.7%[2.33 µM]	19.1%	6.2	-5.9%	18.0%	-1.8%	CCN1CCN(c2nc3c(C)cccn3c(=O)c2/C=C(\C#N)C(=O)NC)CC1
4	-11.6%	-11.5%	12.1%	?	23.3%	-0.9	-16.0%	-8.7%	7.4%	CC(C(N)=O)N1C(=O)c2cccc3cccc1c23 (configuration not stated)
5	12.7%	10.3%	109.0%[activator]	50.1µM*	?	-0.5	?	-28.2%	?	CNC(=S)N(CCc1c(C)[nH]c2ccccc12)Cc1ccco1
6	-0.2%	0.1%	0.0%	?	1.6%	2.0	-28.2%	6.3%	-21.4%	O=C(c1ccc([N+](=O)[O-])cc1)N1CCSC1c1ccccc1Cl (configuration not stated)
7	-0.4%	3.2%	8.3%	-9.9%[59 µM]	9.0%	-1.0	-20.1%	-17.7%	-2.7%	O=C(CSc1nnc(COc2cccc3cccnc23)o1)N1CCN(C(=O)c2ccco2)CC1
8	-2.9%	3.4%	-5.4%	1.6%[59 µM]	41.7%[activator]	-0.4	-16.2%	-22.2%	-30.5%	CCCCCn1c(SCC#N)nc2cc(C(=O)NCC3CCCO3)ccc2c1=O (configuration not stated)
9	-9.7%	0.0%	0.0%	6.0%[59 µM]	25.5%	0.1	-8.6%	7.7%	-2.1%	O=C(NCc1ccc(F)cc1Cl)c1cc(=O)[nH]c2ccc(S(=O)(=O)N3CCCCC3)cc12
10	1.6%	-10.1%	?	-0.6%	35.6%	0.2	-16.4%	10.8%	6.9%	CCc1ccc(C(=O)NNC(=O)CCc2nc3ccccc3c(=O)[nH]2)cc1
11	16.1%	1.5%	14.4%	-10.7%	11.0%[57 µM]	-11.1	-7.6%	-14.2%	-22.4%[57.1 µM]	COc1cccc(OCc2cc(C(=O)N3CCN(c4ccccc4OC)CC3)no2)c1
12	-0.6%	-12.1%	51.2%[activator]	2.8%[59 µM]	36.7%[activator]	0.2	-5.4%	11.7%	-1.9%	Cc1ccc(SCC(=O)OCC(=O)N(CCC#N)c2ccccc2)cc1
13	-4.8%	-11.6%	-3.4%	1.7%[59 µM]	40.5%[activator]	1.8	-5.2%	0.0%	1.5%	Cc1ccc2nc3c(cc(C(=O)NCc4ccco4)c(=N)n3C(C)C)c(=O)n2c1
14	21.1%	?	97.3%[activator]	52.3%[activator][2.33 µM]	-17.5%	2.7	79.4µM*	-34.2%	44.7µM*	O=C(NC(=S)NNC(=O)c1ccccc1O)c1cccc([N+](=O)[O-])c1
15	-2.5%	-1.9%	8.4%	?	20.1%	3.9	0.4%	-29.4%	9.0%	CCOC(=O)C1=C(C)NC(=O)NC1c1cc(Br)c(O)c(OC)c1 (configuration not stated)
16	-3.4%	3.7%	0.5%	16.2%[59 µM]	-16.6%	-6.1	15.8%[11.4 µM]	-32.7%[11.4 µM]	8.6%	O=C(Cc1ccccc1)NCCS(=O)c1ccc(Cl)cc1 (configuration not stated)
17	0.0%	-17.3%	18.1%	-9.9%	22.6%	5.7	-22.7%	19.5%	-2.1%	O=C(NCc1ccc2c(c1)OCO2)c1nnc(Cc2ccc(F)cc2)o1
18	0.8%	-2.5%	6.4%	13.1%	34.3%	0.9	-9.7%	5.3%	-3.1%	CC(=O)c1oc2ccccc2c1NC(=O)CCCN1C(=O)c2ccccc2C1=O
19	1.5%	-6.0%	-16.8%	11.7%	24.5%	-0.6	-9.7%	-31.0%	5.9%	CCn1c(O)c(/C=N/N=C/c2ccccc2)c2ccc(C3=NNC(=O)CC3)cc21
20	1.0%	1.9%	4.4%	10.9%	13.4%	3.0	-4.4%	8.0%	11.4%	O=C(NCCNC(=O)c1cc(OCC(F)(F)F)ccc1OCC(F)(F)F)Nc1ccc(Cl)cc1
21	1.2%	-0.4%	50.1%[activator]	-15.6%[2.33 µM]	10.0%	-0.5	-25.3%	-30.2%	-21.1%	CCOc1ccc(NC(=O)C2=NN(c3ccccc3)C(=O)CC2)cc1S(=O)(=O)N1CCCCC1
22	-2.4%	2.5%	?	-34.2%[2.33 µM]	4.5%	0.4	?	11.5%	9.9%	CCOC(=O)c1cnn2c(N)c(C#N)nnc12
23	-5.3%	-3.9%	19.1%	50.1µM*	36.7%	3.2	-0.7%	-7.9%	6.4%	COc1ccccc1C(=O)NCCC(=O)NN1C(=O)NC2(CCCCC2)C1=O
24	0.0%	6.9%	-17.2%	?	30.7%	4.7	-20.4%	-3.7%	-11.1%	O=C(NCCCc1nc2ccccc2[nH]1)c1cccs1
25	5.6%	4.4%	15.0%	18.5%	6.5%	2.6	-26.1%	-4.7%	-2.3%	O=C(NCCCN1CCN(c2ccccc2F)CC1)C1CCN(S(=O)(=O)c2cccs2)CC1
26	2.0%	3.5%	7.4%	-36.5%[59 µM]	19.8%	-0.2	-10.1%	-4.0%	-3.1%	Cc1ccc(S(=O)(=O)N2CCN(C(=O)n3ccnc3)CC2)cc1
27	-8.0%	-0.3%	0.0%	-2.3%[59 µM]	17.8%	-2.6	-23.9%	-3.9%	0.6%	COc1ccc(CCNC(=O)c2cc(=O)[nH]c3ccc(S(=O)(=O)N4CCCCC4)cc23)cc1OC
28	23.9%	0.9%	-27.8%	-3.2%[12.7 µM]	2.0%	-3.0	-14.3%	-29.4%	3.4%	O=c1c2c(O)cc(O)cc2oc2ccc(O)c(O[C@@H]3O[C@H](CO)[C@@H](O)[C@H](O)[C@H]3O[C@H]3O[C@H](CO)[C@@H](O)[C@H](O)[C@H]3O)c12
29	-14.2%	-1.6%	-16.2%	?	10.7%	4.7	?	-9.1%	-19.1%	Cc1csc2nc(O)c(C(=O)NCC3CCCO3)c(=O)n12 (configuration not stated)
30	4.8%	-6.9%	-0.1%	-10.5%[59 µM]	11.9%	1.3	-19.1%	-27.3%	-24.6%	O=C(NCCCn1ccnc1)c1cc2cc([N+](=O)[O-])ccc2oc1=O
31	-8.5%	-5.3%	0.8%	-50.5%	-9.4%	0.1	?	-43.7%	?	COc1ccc(-n2cc(-c3ccccc3)c3c(N4CC(C)OC(C)C4)ncnc32)cc1 (configuration not stated)
32	13.0%	-0.3%	-2.3%	63.3%	24.7%	-2.4	1.4%	25.1%	-16.3%	Cc1ccc(C)c(NC(=O)C2CCCN(c3cnccn3)C2)c1 (configuration not stated)
33	-6.2%	-7.3%	-1.3%	?	21.5%	0.8	-7.7%	-2.6%	-0.9%	CC1CCN(C2(O)C(=O)Nc3ccc(Cl)cc32)CC1 (configuration not stated)
34	-0.9%	9.8%	?	8.5%[59 µM]	35.8%[activator]	-1.4	8.9%	5.6%	5.7%	Cc1cc(Nc2cccc(Cl)c2)nc2ccc(NC(=O)Cc3ccc(Cl)cc3)cc12
35	3.1%	8.6%	?	-5.1%	59.2%[activator]	-11.7	-12.1%	-12.5%	0.8%	O=C(CSc1ccc2nnc(-c3ccncc3)n2n1)NCc1ccco1
36	3.4%	.	0.3%	-5.8%[2.33 µM]	18.6%	-4.1	-11.8%	16.9%	-7.0%	O=C(COC(=O)C1CC(=O)N(CCc2ccccc2)C1)c1ccc[nH]1 (configuration not stated)

# Entries of single compounds from above:
# Profile of `O=C(CSc1ccc2nnc(-c3ccncc3)n2n1)NCc1ccco1` = GLS inh: 3.1%; ERG-DNA inh: 8.6%; 12-LOX inh: ?; G9a block: -5.1%; HP1b chromo inh: 59.2%[activator]; PI4K2A block: -11.7; JMJD2A Tudor inh: -12.1%; RGS4 inh: -12.5%; BAZ2B block: 0.8%
# Profile of `Cc1cc(Nc2cccc(Cl)c2)nc2ccc(NC(=O)Cc3ccc(Cl)cc3)cc12` = GLS inh: -0.9%; ERG-DNA inh: 9.8%; 12-LOX inh: ?; G9a block: 8.5%[59 µM]; HP1b chromo inh: 35.8%[activator]; PI4K2A block: -1.4; JMJD2A Tudor inh: 8.9%; RGS4 inh: 5.6%; BAZ2B block: 5.7%

# Only part of the results is shown, so the mix of outcomes need not match the whole.
